Tat transport – blocks Tat-dependent protein export in E. coli; inhibition, % at 10 µM; E. coli MC4100 TorA-mCherry Tat export, fluorescence; actives 0.036% (n = 340,000);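 active = mean replicate inhibition at least 50% and at least half of replicates individually reaching 50%; inconclusive = only one of the two criteria met; inactive = neither criterion met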;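 also: exported cargo escapes ClpAP degradation while cytoplasmic cargo is degraded and loses fluorescence; 0% = median of neutral control wells and 100% = median of NaSCN control wells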
CAL PDZ inh – blocks peptide binding to human CAL PDZ domain; Q9HD26; purified CAL PDZ, TMR-peptide fluorescence polarization, 1 h; inhibition, % at 20 µM; actives 0.02% (n = 330,000);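 active = highest replicate inhibition of at least 40%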;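 also: plate controls were DMSO neutral control wells for no effect and unlabeled competitor peptide control wells for full effect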
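Read-out basis: mP drop reported as inhibition | Assay system: Tagged CAL PDZ protein CerCALP, purified | Benchmarks: Unlabelled peptide for full inhibition, DMSO wells as neutral | Schedule: 1 h incubation at room temperature before polarization reading | Buffer or medium: Sodium phosphate/NaCl buffer pH 7.4 with TCEP, IgG, Thesit | Doses: Single point, 20 µM | Measured by: Fluorescence polarization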
phage Ecoli inh – E. coli growth loss with phage present; growth absorbance; inhibition, % at 11.9 µM; actives 0.26% (n = 360,000); AID 651602; in the data active = inhibition above about 11%
Rtt109 HAT inh – inhibitors of Candida albicans Rtt109/Vps75 histone acetyltransferase; actives 0.16% (n = 330,000); AID 540336; inhibition, % at 34.9 µM; Q5AAJ8; purified Rtt109/Vps75, ThioGlo CoA-SH fluorescence, 4 h;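 active = inhibition of at least 50% in every replicate; inconclusive = best replicate reaches 50% inhibition but some replicates fall short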
Target sequence (Q5AAJ8 whole entry, looked up): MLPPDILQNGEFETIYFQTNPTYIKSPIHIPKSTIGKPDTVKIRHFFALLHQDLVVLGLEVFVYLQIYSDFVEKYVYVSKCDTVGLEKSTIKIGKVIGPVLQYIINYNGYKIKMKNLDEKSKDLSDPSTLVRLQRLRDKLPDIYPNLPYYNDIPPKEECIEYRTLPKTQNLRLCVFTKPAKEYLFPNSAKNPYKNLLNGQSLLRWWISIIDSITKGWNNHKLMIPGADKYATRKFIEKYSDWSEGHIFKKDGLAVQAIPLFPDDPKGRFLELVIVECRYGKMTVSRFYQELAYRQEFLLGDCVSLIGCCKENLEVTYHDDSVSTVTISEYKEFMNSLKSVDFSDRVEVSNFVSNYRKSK
Wnt bcat act – activators of Wnt/beta-catenin signaling. actives 1.2% (n = 300,000). Wnt/beta-catenin reporter cell assay, activator, plate reader. AID 743398. activation, % at 9.35 µM; in the data active = activation above about 30%, passing the limit was not always enough; inconclusive = no clear call, values can overlap the other calls;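 also: 0% = neutral control wells and 100% = positive control wells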
PfHsp90 set2 – growth inhibition of yeast expressing Plasmodium Hsp90. S. cerevisiae expressing PfHsp90, BacTiter-Glo ATP, 48 h; yeast lacking PDR1 and PDR3 efflux regulators. inhibition, % at 9.4 µM. actives 0.32% (n = 310,000);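 active = every replicate shows inhibition above about 80%, whatever the replicate mean, limit read from the data; inconclusive = mean inhibition reaches the set limit but some replicate falls short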;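 also: 0% = DMSO neutral controls and 100% = 20 µM radicicol positive controls; yeast relying on Plasmodium falciparum Hsp90 in place of its own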
DAGLB inhibitor – diacylglycerol lipase beta (human) inhibition; Q8NCG7; HEK293T DAGLB membrane lysate, EnzChek fluorogenic substrate; inhibition, % at 5.17 µM; actives 0.059% (n = 340,000); AID 504411; in the data active = inhibition above about 34%;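 also: 0% = enzyme with vehicle and 100% = wells lacking enzyme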
Target sequence (Q8NCG7 whole entry, looked up): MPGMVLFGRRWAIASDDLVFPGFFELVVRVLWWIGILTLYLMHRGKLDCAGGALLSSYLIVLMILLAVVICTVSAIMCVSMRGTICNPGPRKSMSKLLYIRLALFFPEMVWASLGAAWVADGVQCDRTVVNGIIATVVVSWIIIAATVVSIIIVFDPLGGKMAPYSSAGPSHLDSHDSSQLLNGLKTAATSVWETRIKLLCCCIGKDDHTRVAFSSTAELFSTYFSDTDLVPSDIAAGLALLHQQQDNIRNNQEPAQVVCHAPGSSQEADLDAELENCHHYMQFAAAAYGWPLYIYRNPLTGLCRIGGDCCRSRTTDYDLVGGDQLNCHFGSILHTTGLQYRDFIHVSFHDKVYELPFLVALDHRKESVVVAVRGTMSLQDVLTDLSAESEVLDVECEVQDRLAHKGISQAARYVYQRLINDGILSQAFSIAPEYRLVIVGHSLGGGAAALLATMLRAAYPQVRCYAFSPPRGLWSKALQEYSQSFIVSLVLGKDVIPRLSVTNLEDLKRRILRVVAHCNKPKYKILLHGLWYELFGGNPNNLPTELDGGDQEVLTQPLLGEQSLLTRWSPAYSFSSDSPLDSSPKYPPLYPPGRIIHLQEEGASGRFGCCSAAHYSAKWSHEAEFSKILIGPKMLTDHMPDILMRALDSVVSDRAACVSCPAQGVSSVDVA
PvdQ acylase – blocks Pseudomonas aeruginosa PvdQ acylase activity; actives 0.063% (n = 340,000); purified PvdQ acylase, fluorescence plate reader; inhibition, % at 10 µM; in the data active = inhibition above about 30%, passing the limit was not always enough; inconclusive = no clear call, values can overlap the other calls;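 also: 0% = vehicle neutral wells and 100% = reference inhibitor wells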
AddAB inh – less growth of phage-infected E. coli with AddAB | AID 435030 | inhibition, % at 11.9 µM | actives 0.29% (n = 330,000) | E. coli expressing H. pylori AddAB, absorbance growth; in the data active = inhibition above about 12%;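 also: 0% = vehicle wells of infected cells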
E coli growth – counter-screen for AddAB inhibitors: E. coli growth inhibition. E. coli V3065 growth, OD600 absorbance, 18 h. inhibition, % at 11.9 µM. actives 0.27% (n = 330,000);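 active = inhibition above the campaign's mean inhibition across all tested compounds plus 3 SD, cut at about 9.9% in these data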;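 also: uninfected addAB+ strain grown without phage in ampicillin broth; 0% = DMSO wells and 100% = ciprofloxacin 0.95 µg/ml wells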
* = called active by the depositor; ? = inconclusive; / = no result given; & = joins results of further samples.

#	Compound	Tat transport	CAL PDZ inh	phage Ecoli inh	Rtt109 HAT inh	Wnt bcat act	PfHsp90 set2	DAGLB inhibitor	PvdQ acylase	AddAB inh	E coli growth
1	CC(C)Cn1c(N)c(C(=O)COC(=O)C2=COCCO2)c(=O)n(C)c1=O	-8	0.0	1.4	13	-2	/	-1	3	0.4	2.6
2	COc1ccc2c(=O)c(N3C(=O)c4ccccc4C3=O)coc2c1	-1	-2.0	-0.2	/	3	/	1	-10	1.2	3.4
3	COc1ccc(-c2cc(-c3nnc(COC(=O)c4ccc(O)cc4)o3)c3ccccc3n2)cc1OC	0	-2.0	3.3	-5	-18	-79	/	-9	-0.3	-1.5
4	COc1ccc(O)c(/C=c2/sc3nc4cc(C)c(C)cc4n3c2=O)c1	1	/	6.6	6	20	/	-2	0	/	/
5	COC1(OC)C=CC(=O)C=C1NC(=O)c1ccccc1OC(C)=O	1	-0.6	2.6	5	-8	-12	2	-6	0.7	-1.4
6	Cc1nn(C(=O)c2ccco2)c(C)c1Sc1ccccc1	-3	-1.3	1.1	-10	/	-15	-5	-7	2.8	0.4
7	OCC[C@@H]1C[C@@H](O)[C@H](O)[C@]2(Cc3ccccc3CO2)O1	5	-0.3	3.4	4	-1	-4	-3	-4	1.0	-0.9
8	CCCC1(C(=O)OCC)NC(c2ccc(N(C)C)cc2)C2C(=O)N(c3ccc(OCC)cc3)C(=O)C21 (configuration not stated)	-12	2.0	0.1	1	-5	8	-5	0	0.6	0.0
9	Cc1ccccc1COC(=O)c1cc([N+](=O)[O-])ccc1N1CCOCC1	6	-0.1	-1.5	11	-2	-15	-5	18	-2.0	-0.4
10	CCC(=O)Nc1ccccc1C(=O)OCC(=O)c1cccc2ccccc12	8	-0.8	2.7	-1	/	-3	-6	-7	0.0	-0.5

An excerpt from above in order of SMILES length, ascending:
#	Compound	Tat transport	CAL PDZ inh	phage Ecoli inh	Rtt109 HAT inh	Wnt bcat act	PfHsp90 set2	DAGLB inhibitor	PvdQ acylase	AddAB inh	E coli growth
6	Cc1nn(C(=O)c2ccco2)c(C)c1Sc1ccccc1	-3	-1.3	1.1	-10	/	-15	-5	-7	2.8	0.4
2	COc1ccc2c(=O)c(N3C(=O)c4ccccc4C3=O)coc2c1	-1	-2.0	-0.2	/	3	/	1	-10	1.2	3.4
4	COc1ccc(O)c(/C=c2/sc3nc4cc(C)c(C)cc4n3c2=O)c1	1	/	6.6	6	20	/	-2	0	/	/
7	OCC[C@@H]1C[C@@H](O)[C@H](O)[C@]2(Cc3ccccc3CO2)O1	5	-0.3	3.4	4	-1	-4	-3	-4	1.0	-0.9

(list continues)
#	Compound	Tat transport	CAL PDZ inh	phage Ecoli inh	Rtt109 HAT inh	Wnt bcat act	PfHsp90 set2	DAGLB inhibitor	PvdQ acylase	AddAB inh	E coli growth
11	Cc1ccc(C(=O)NNC(=O)c2cccs2)cc1	0	-0.8	2.0	-13	7	-17	-1	-6	0.6	-0.2
12	N#CC1(NC(=O)COC(=O)c2cccc(-n3cnnn3)c2)CCCCC1	-1	-1.3	-1.0	-3	-1	14	2	-1	2.6	2.0
13	CCCOc1ccc(CSC(CC(=O)O)C(=O)O)cc1 (configuration not stated)	1	-1.1	1.8	-8	/	-4	3	-7	-0.1	1.4
14	CCNC(=S)NNC(=O)c1ccc(OC)cc1	-6	-2.6	4.5	0	/	7	-3	-10	5.1	-0.9
15	O=C(CCN1C(=O)c2ccccc2S1(=O)=O)Nc1cc(Cl)ccc1Cl	-4	-0.8	2.6	2	3	18	-4	-14	0.1	0.6
16	Cc1ccc(N(CC(=O)NC2CCCCC2)C(=O)CCCC(=O)Nc2ccccn2)cc1	5	-3.0	2.6	8	0	-20	1	-13	0.7	-1.1
17	COc1ccccc1N1CCN(CC(=O)Nc2ccccc2C(=O)NCCc2ccccc2)CC1	12	0.7	-0.9	3	7	-8	-4	-18	-0.9	-1.3
18	Fc1ccc(-c2n[nH]c(=S)c3ccccc23)cc1	-15	0.5	4.6	-3	-1	-34	-1	-8	-0.2	1.5
19	CSc1nnc(C)c(=O)n1COC(=O)c1ccc(S(=O)(=O)N2CCOCC2)cc1	8	-0.2	2.0	4	-3	6	1	-8	2.4	1.7
20	CCc1cccc(C)c1NC(=O)c1ccc(CN2CCc3ccccc3C2)cc1	-1	-0.8	2.1	-9	-1	-9	-2	-26	2.6	-1.1
21	COc1cc(OC)c(C2=NOC(C(=O)N3CCCc4ccccc43)C2)cc1Cl (configuration not stated)	1	-2.0	1.7	4	/	21	2	0	0.3	-2.6
22	O=c1ccc2cc(S(=O)(=O)Nc3ccccc3F)ccc2o1	2	-0.9	5.3	0	-1	15	-1	-7	2.3	0.9
23	CCS(=O)(=O)N1CCN(C(=O)COc2ccc(-c3ccccc3)cc2)CC1	7	-0.5	2.5	-7	24	/	1	-1	1.9	0.8
24	COc1ccccc1/C=C/CN1CCSCC1	9	-0.2	1.4	5	-1	-8	-1	-14	5.2	3.1
25	O=c1cc(O)nc(SCc2ccccc2)n1-c1ccccc1	4&-2	-1.8&-0.7	2.4&3.8	-7&10	/	-15	9&9	-10&-11	-0.7&0.7	-2.7&2.5
26	CCCn1nnc(NC(=O)Cc2ccc(Cl)cc2)n1	0	-2.9	3.7	?	-1	-6	2	-17	3.0	1.6
27	Cc1ccccc1C(=O)c1cccn1CC(=O)NCCCN1CC(C)CC(C)C1 (configuration not stated)	1	-4.6	1.7	-1	-1	11	0	-13	1.7	-1.9
28	CC(NS(=O)(=O)c1ccc2c(c1)oc(=O)n2C)c1ccccc1 (configuration not stated)	-2	-1.8	1.2	-6	4	-21	-1	-2	0.5	0.5
29	O=C1c2cc(CO)cc(O)c2C(=O)c2c(O[C@@H]3OC(CO)[C@@H](O)[C@@H](O)[C@@H]3O)cccc21 (some centres not stated)	2	0.1	0.3	5	-1	/	-2	-2	2.2	0.5
30	COc1cc(/C=C(\C#N)C(=O)Nc2ccccc2F)ccc1OCCN1CCOCC1	-2	-0.7	6.3	9	-2	-3	0	15	2.1	-1.2
31	O=C(c1ccc(-c2ccccc2)cc1)C1CCCN(C(=O)c2cncs2)C1 (configuration not stated)	2	-1.5	4.0	18	3	90*	-5	47*	-3.6	-1.6
32	CC(OC(=O)/C=C/c1ccco1)C(=O)Nc1cccc([N+](=O)[O-])c1 (configuration not stated)	8	-1.2	3.3	-1	-2	1	-4	-3	1.8	-0.3
33	O=C(/C=C/c1ccc(Br)o1)NCc1ccccc1	-3	-1.4	4.5	1	2	-8	-3	5	-0.3	-0.9
34	C[C@@H](OC(=O)c1[nH]cnc1C(=O)N1CCc2ccccc2C1)c1ccccc1	-8	-1.5	2.4	11	-4	-8	0	-7	-2.0	-2.3
35	COc1cc(C[C@@H](C)[C@@H](C)Cc2ccc(O)c(OC)c2)ccc1O	20	-2.6	2.1	8	-3	-16	0	13	2.4	-2.3
36	CCN(CC)S(=O)(=O)c1ccc(C(=O)Nc2ccc(C(F)(F)F)n(C)c2=O)cc1	-14	-2.5	1.0	0	-1	-25	-1	-7	-1.5	-0.5
37	O=C(/C=N/O)Nc1ccccc1	1	-1.1	1.8	-6	/	15	0	-23	0.4	3.4
38	O=C(Oc1ccccc1OC(=O)N1CCOCC1)N1CCOCC1	-2	-1.2	2.3	/	/	-8	-1	-2	-1.3	-1.0
39	CCCCNCCOc1ccccc1-c1ccccc1	7	-0.9	-0.1	8	0	41	-1	-14	2.5	2.4
40	COC(=O)c1ccccc1C(=O)N1CCCC(CCC(=O)NCc2ccc(F)c(F)c2)C1 (configuration not stated)	-5	-1.3	0.3	-10	-5	13	1	-5	-1.9	0.0

2 entries from above in another layout.
Values run as follows: Tat transport, CAL PDZ inh, phage Ecoli inh, Rtt109 HAT inh, Wnt bcat act, PfHsp90 set2, DAGLB inhibitor, PvdQ acylase, AddAB inh, E coli growth
31. O=C(c1ccc(-c2ccccc2)cc1)C1CCCN(C(=O)c2cncs2)C1 (configuration not stated)
  2, -1.5, 4.0, 18, 3, 90*, -5, 47*, -3.6, -1.6
39. CCCCNCCOc1ccccc1-c1ccccc1
  7, -0.9, -0.1, 8, 0, 41, -1, -14, 2.5, 2.4

(next part)
#	Compound	Tat transport	CAL PDZ inh	phage Ecoli inh	Rtt109 HAT inh	Wnt bcat act	PfHsp90 set2	DAGLB inhibitor	PvdQ acylase	AddAB inh	E coli growth
41	O=[N+]([O-])c1ccc(N=Cc2ccc(Br)c([N+](=O)[O-])c2)cc1	3	-1.8	4.1	0	1	-6	-3	5	2.6	-1.9
42	Cc1ccc(NC(=O)CN2C(=O)NC3(CCCC3)C2=O)cc1S(=O)(=O)N1CCCCC1	-1	-1.3	6.6	10	-3	-10	-1	7	1.1	-1.3
43	O=C(Nc1cccc(F)c1)/C(=C\c1cccnc1)NC(=O)c1ccco1	7	-1.3	3.9	/	-7	-8	-2	-7	-0.8	-1.1
44	CC(=O)Nc1ccc(S(=O)(=O)N(CC(=O)Nc2cc(C)on2)Cc2ccc(F)cc2)cc1	4	-0.7	3.6	10	-2	-21	2	-3	0.6	-3.8
45	CC(OC(=O)c1cccc(S(=O)(=O)N2CCCC2)c1)C(=O)NC1CCCCC1C (configuration not stated)	-3	-2.4	5.0	-6	-2	-24	2	-5	-1.6	-0.6
46	C=CCNC(=S)N/N=C(\C)c1cccnc1	2	0.0	0.8	11	-2	/	0	-8	0.9	-0.8
47	O=C(CN1C(=O)CCC1=O)NC(=O)NC1CCCC1	3	-2.0	3.8	-2	-2	30	-3	-10	2.3	2.4
48	CCOC(=O)Nc1nnc(/C=C/c2ccc(OC)cc2)s1	-1	-2.6	-1.0	-10	/	15	0	-10	4.4	0.0
49	CCOC(=O)c1c(C)oc2c1c1c(c3ccccc32)OCN(Cc2cccnc2)C1	-8	-1.3	/	2	/	/	1	-9	/	/
50	Oc1ccc(-c2n[nH]c(=S)n2Cc2ccco2)cc1	8	/	1.9	-1	/	/	0	-9	0.5	-1.7
51	Cc1ccccc1NCCC(=O)Nc1ccc(Cl)cc1	-19	-2.1	-0.2	-3	1	-34	-4	-1	3.1	0.6
